Bioassay records from PubChem BioAssay.
Giardia kill: kills Giardia lamblia; Giardia lamblia trophozoite viability; activity change, % at 7.66 µM, hits read low; actives 0.15% (n = 340,000); AID 540267; in the data active = activity change below about -80%; inconclusive = between about -30% and that limit;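 also: parasites exposed to compound for two days anaerobically before the ATP read; % is scaled to controls: 0 for no effect and ±100 for the full control effect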
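Anaerobic 48 hrs incubation at 37 deg C of 100 trophozoites/well with test compounds; ATPLite 1-Step luminescence, 15-30 min RT, reports cellular ATP as viability.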
Chronic BCR inh: chronic active BCR signaling inhibition; AID 493014; actives 0.05% (n = 340,000); Potency, µM (top dose mostly 46.1 µM), without a hit: top-dose ratio change, negative = lower green/red ratio, actives largely listed as inhibitors; ABC-DLBCL IkBa-CBG/CBR reporter, luminescence ratio, 4 h; active = well fitted inhibition curve with a large enough effect in the signal ratio, with a control signal flat, not every such curve was filed as active; inconclusive = small, poorly fitted or top-dose-only effect, or effect the other way, or a change in a side signal; the % refers to the signal ratio;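 also: potency is read from the fitted curve at half-maximal effect; plate controls were basal doxycycline-induced cells for no effect and cells given 10 µM MG132 for full effect; MG132 reads +100%, hits lower the ratio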
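Concentration-response series (up to 46 uM) were applied to TMD8 dual-reporter cells for 4 h at 37C with doxycycline. Green/red ratio, after filter-overlap correction, defined %Activity; red signal alone was normalised to basal cells and zero luminescence.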
Menin MLL FP TR: inhibitors of human menin-MLL interaction, mutant MLL peptide | O00255 | Menin + Texas Red MLL mutant peptide, fluorescence polarization | Potency, µM (doses to about 61.6 µM), inactives show top-dose FP activity change, negative = inhibition, hits mostly inhibitors | actives 0.23% (n = 270,000) | AID 1768; active = well fitted inhibition curve with a large enough effect in the polarisation, with a control signal flat, not every such curve was filed as active; inconclusive = small, poorly fitted or top-dose-only effect, or effect the other way, or a change in a side signal; inactive = no such curve, though single readings can be large or run the other way; the % refers to the polarisation; also: potency is read from the fitted curve at half-maximal effect; % of control where 0% means no effect; many of its hits are not listed in these tables
Tb PFK inh: T. brucei PFK enzyme inhibition; O15648; T. brucei PFK, ADP-Glo luminescence; Potency, µM (highest dose often 57.5 µM), without a hit: at the highest dose activity, negative = inhibition, hits mostly inhibitors; actives 0.17% (n = 330,000); AID 485367;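 also: potency is read from the fitted curve at half-maximal effect; 0% = uninhibited 1x PFK enzyme wells and -100% = no-enzyme wells; nearly all actives have a fitted effect of over 60% in size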
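1.25 nM PFK with 0.5 mM F6P and 0.1 mM ATP in 0.1 M TEA pH 8.0, 5 mM MgCl2, incubated 45 min at room temperature; ADP measured by ADP-Glo luminescence; compounds titrated up to 57 uM.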
Coupling enz: coupling enzyme interference in Giardia aldolase counter-screen. activity change, negative = inhibition, % at 58.2 µM, hits read low. coupling enzyme system counterscreen, AmpLite Red fluorescence. actives 0.67% (n = 290,000); in the data active = activity change below about -30%; also: % is scaled to controls: 0 for no effect and ±100 for the full control effect
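Fluorescence at 525 nm excitation and 598 nm emission measured inhibition of the coupled detection system without aldolase. Compounds (at 57.5 uM final) were preincubated 10 min at room temperature with coupling enzyme reagent before a 20 min substrate/AmpLite Red step.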
ASM inhibitor: inhibitors of human secretory acid sphingomyelinase. placental ASM, HMU-PC fluorogenic substrate, 60 min. Potency, µM (series often up to 57.5 µM), without a hit: at the highest dose activity change, negative = inhibition, most hits filed as inhibitors. actives 0.006% (n = 340,000); also: potency is read from the fitted curve at half-maximal effect
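Fluorogenic HMU-PC substrate (9 uM final) is turned over by placental ASM in 60 min at 37 C after a 10 min compound preincubation. Reaction ended by alkaline stop (pH 10), with fluorescence read at 386/447 nm.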
GALK inh: blocks human galactokinase activity; P51570; actives 0.007% (n = 270,000); Purified GALK, Kinase-Glo residual ATP luminescence; Potency, µM (top dose mostly 57.5 µM), inactives show at the highest dose activity change, negative = inhibition, hits mostly inhibitors; also: potency is read from the fitted curve at half-maximal effect; % is scaled to controls: 0 for no effect and ±100 for the full control effect
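Compounds were pin-transferred into ATP buffer (35 uM final), then GALK plus galactose (5 nM, 100 uM final) was added. After 1 h at room temperature, Kinase-Glo Plus was added and luminescence read after 10 min.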
TSG101-PTAP inh: blocks PTAP/TSG101 interaction to inhibit HIV-1 budding; Fluorescence polarization, FITC-PTAP peptide / Tsg101 binding; Potency, µM (top dose mostly 115 µM), without a hit: top-dose activity change, negative = inhibition, usual class: inhibitors; 340,000 tested, under 10 active; active = well fitted inhibition curve with a large enough effect in the main read-out, with a control signal flat, not every such curve was filed as active; inconclusive = small, poorly fitted or top-dose-only effect, or effect the other way, or a change in a side signal; inactive = no such curve, though single readings can be large or run the other way; also: potency is read from the fitted curve at half-maximal effect; % of control where 0% means no effect
Target sequence (Q99816 whole entry, looked up): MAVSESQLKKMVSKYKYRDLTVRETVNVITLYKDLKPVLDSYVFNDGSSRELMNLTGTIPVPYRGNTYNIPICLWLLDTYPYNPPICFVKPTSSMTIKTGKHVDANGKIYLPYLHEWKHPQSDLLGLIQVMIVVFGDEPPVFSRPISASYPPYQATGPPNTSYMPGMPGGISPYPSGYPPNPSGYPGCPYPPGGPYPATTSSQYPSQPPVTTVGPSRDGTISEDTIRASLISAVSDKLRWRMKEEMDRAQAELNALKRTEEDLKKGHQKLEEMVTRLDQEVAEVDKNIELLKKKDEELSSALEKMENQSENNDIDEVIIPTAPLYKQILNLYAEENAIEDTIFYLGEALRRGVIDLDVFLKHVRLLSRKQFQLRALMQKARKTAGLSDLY
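Steps: Tsg101 binding domain dispensed (10 uM final), compounds pinned in DMSO, FITC-labeled PTAP-motif peptide added (50 nM final); after 20 min binding at room temperature, polarization measured.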
a7 integrin act: activates integrin-mediated alleviation for muscular dystrophy; alpha7betagal myoblasts, beta-gal FDG fluorescence, 48 h; Potency, µM (titrated, usually from 38.3 µM), for inactives: top-dose activation, actives largely listed as activators; actives 0.064% (n = 350,000); AID 624291;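 also: potency is read from the fitted curve at half-maximal effect; 100% = response of the positive control SU9516; nearly all actives have a fitted effect of over 60% in size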
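alpha7betagal+/- myoblasts (passage 13, 250/well) treated 48 h at 37C with compounds at 1:260 dilution of DMSO stock. Lysed, then beta-galactosidase activity read as FDG fluorescence (ex 480/em 540) after 30 min, with pre-read for autofluorescence.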
B2AR arrestin: agonists driving beta-arrestin recruitment to human beta2-adrenergic receptor. Potency, µM (top dose mostly 46.1 µM), inactives show at the top dose activation, actives largely listed as activators. beta-arrestin recruitment to beta2AR, cell-based reporter. actives 0.02% (n = 330,000). P07550. AID 492947;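 also: potency is read from the fitted curve at half-maximal effect; 0% = DMSO controls and full agonism = EC100 isoproterenol or metaproterenol; nearly all actives have a fitted effect of over 65% in size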
PKM2 act: increases activity of human pyruvate kinase M2; P14618; purified PKM2, Kinase-Glo ATP luminescence, activation; response scale: 0% is enzyme alone, no compound; Potency, µM (highest dose often 57.5 µM), inactives show at the highest dose activation, most hits filed as activators; actives 0.34% (n = 260,000); AID 1631; also: potency is read from the fitted curve at half-maximal effect; % is scaled to controls: 0 for no effect and ±100 for the full control effect; nearly all actives have a fitted effect of over 55% in size
Target sequence (P14618 whole entry, looked up): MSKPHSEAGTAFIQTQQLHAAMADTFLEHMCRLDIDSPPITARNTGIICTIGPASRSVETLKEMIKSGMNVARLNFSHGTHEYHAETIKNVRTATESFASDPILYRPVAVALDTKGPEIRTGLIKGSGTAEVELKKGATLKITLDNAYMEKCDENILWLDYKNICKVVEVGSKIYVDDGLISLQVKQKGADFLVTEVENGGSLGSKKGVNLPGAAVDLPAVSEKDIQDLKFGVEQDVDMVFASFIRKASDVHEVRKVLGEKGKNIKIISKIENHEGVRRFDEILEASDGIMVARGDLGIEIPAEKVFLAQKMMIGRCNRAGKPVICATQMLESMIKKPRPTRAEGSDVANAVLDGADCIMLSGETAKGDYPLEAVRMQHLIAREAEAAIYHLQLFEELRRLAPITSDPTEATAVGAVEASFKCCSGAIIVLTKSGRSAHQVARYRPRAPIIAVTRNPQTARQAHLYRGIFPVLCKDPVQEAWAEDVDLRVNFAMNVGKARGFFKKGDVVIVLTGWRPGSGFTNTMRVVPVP
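ATP formation by purified human PK-M2, quantified via coupled luciferase luminescence after 1 h at room temperature with 0.1 mM ADP and 0.5 mM PEP final.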
The depositor's hits bear a star; ? = inconclusive; · = no result given; [ ] = dose if it differs, or a comment. Unless noted, calls follow the shape of the dose curve; as a rule, active = well fitted curve in the direction sought with a large enough effect; inconclusive = small, poorly fitted or top-dose-only effect, or another doubt; inactive = no such curve, though single readings can be large; an effect the other way counts as inactive or inconclusive.

Values in the order – Giardia kill	Chronic BCR inh	Menin MLL FP TR	Tb PFK inh	Coupling enz	ASM inhibitor	GALK inh	TSG101-PTAP inh	a7 integrin act	B2AR arrestin	PKM2 act
C#CCN1C=C(C(=O)OCC)C(C)N(Cc2ccccc2I)S1(=O)=O (stereo unspecified)
→ 1	-8%	·	1%	·	5%	·	-5%	0%	0.0%	·
CCCCCCn1c(=O)c(-c2ccccc2)c(O)c2ccccc21
→ 4	?	·	-4%	4	-18%	1%	-1%	9%	0.2%	-1%
Cc1oc(-c2cc(F)ccc2F)nc1CN(C)Cc1ccc2nccnc2c1
→ 18	15%	12%	0%	0	2%	1%	0%	19%	0.1%	5%
CCC(c1nnc(SCC(=O)Nc2cccc(S(N)(=O)=O)c2)n1Cc1ccccc1)N(C)C (stereo unspecified)
→ -15	3%	·	4%	5	1%	-2%	1%	-3%	0.2%	-2%
Cc1ccc(CN(C)C(=O)c2cc(COc3cccc(C(F)(F)F)c3)on2)o1
→ -25	-1%	-10%	0%	0	4%	-5%	-7%	4%	-1.0%	19%
Cc1nn(Cc2ccc(C(=O)Nc3ccccc3F)cc2)c(C)c1Cl
→ -20	?	?	1%	-6	-1%	-2%	-4%	-21%	-0.2%	15%
Nc1nc(-c2ccccc2)nc2sc3c(c12)CCCC3
→ -24	?	?	3%	-7	-6%	1%	-1%	23%	-0.4%	-10%
CC(C)(Oc1ccc(CCNC(=O)c2ccc(-c3ccccc3)o2)cc1)C(=O)O
→ -17	2%	2%	0%	6	2%	·	-1%	14%	-0.2%	1%
Cc1ccc2c(c1C)NC(=O)C2(O)CC(=O)c1ccc2c(c1)OCO2 (stereo unspecified)
→ 1	-5%	12%	-1%	6	1%	1%	-6%	1%	-0.2%	9%
O=C(c1cccc(F)c1)N1CCN(Cc2c[nH]c3ccccc23)CC1
→ 25	?	-11%	-2%	-1	1%	3%	-8%	1%	-0.5%	-5%
Cc1ccc(S(=O)(=O)NCC(=O)NC2CC2)cc1
→ -2	-1%	·	-13%	·	1%	4%	-3%	7%	-0.3%	-6%
Cc1nnc(SCc2ccccc2Cl)n1CC1CCCO1 (stereo unspecified)
→ 0	-1%	·	0%	8	2%	-2%	-4%	7%	-0.4%	6%
COc1ccc(C(=O)COC(=O)c2ccc(OC)c(OC)c2)cc1OC
→ 9	-1%	0%	-2%	-1	76%	0%	-1%	11%	-0.2%	3%
Cc1ccc(S(=O)(=O)Nc2cccc(C(=O)NCCN3CCOCC3)c2)cc1F
→ -11	4%	·	11%	·	4%	·	-8%	4%	0.1%	·
O=C(NC1CCCC1)c1cccc(S(=O)(=O)N2CCOCC2)c1
→ -2	0%	·	-4%	·	-1%	·	-4%	-11%	0.5%	·
Cc1ccc(-c2nnc(N3CCC(C)CC3)c3ccccc23)cc1
→ 6	-1%	?	1%	-2	-1%	7%	-5%	-46%	-1.2%	-3%
CCN(CC)S(=O)(=O)c1ccc(S(=O)(=O)Nc2c(C)nn(C)c2C)cc1
→ -4	0%	·	21%	·	4%	·	1%	-37%	0.1%	·
Cn1cc([N+](=O)[O-])c(C(=O)N/N=C/c2ccncc2)n1
→ -16	-2%	·	1%	·	2%	6%	-4%	-19%	0.3%	-6%
C#CCOCCOCCOCCNc1nc(N2CCOCC2)nc(N2CCN(C(=O)[C@H](CCCCN)n3cc([C@@H](N)CC(C)C)nn3)CC2)n1
→ ?	?	-8%	2%	0	2%	0%	-5%	3%	0.5%	-1%
CCC(Br)C(=O)Nc1ccc(OC)cc1 (stereo unspecified)
→ -12	-6%	-4%	2%	-2	4%	6%	1%	-41%	-1.2%	-9%

Structural class: those above with a Cl atom (two)
Values in the order – Giardia kill	Chronic BCR inh	Menin MLL FP TR	Tb PFK inh	Coupling enz	ASM inhibitor	GALK inh	TSG101-PTAP inh	a7 integrin act	B2AR arrestin	PKM2 act
Cc1nn(Cc2ccc(C(=O)Nc3ccccc3F)cc2)c(C)c1Cl
→ -20	?	?	1%	-6	-1%	-2%	-4%	-21%	-0.2%	15%
Cc1nnc(SCc2ccccc2Cl)n1CC1CCCO1 (stereo unspecified)
→ 0	-1%	·	0%	8	2%	-2%	-4%	7%	-0.4%	6%

The list goes on.
Values in the order – Giardia kill	Chronic BCR inh	Menin MLL FP TR	Tb PFK inh	Coupling enz	ASM inhibitor	GALK inh	TSG101-PTAP inh	a7 integrin act	B2AR arrestin	PKM2 act
CC12CCC(C(=O)NCc3ccccc3)(OC1=O)C2(C)C (stereo unspecified)
→ 8	?	42%[activator]	12%	2	1%	0%	-3%	25%	-0.4%	-12%
COc1ccc(C(CNC(=O)c2oc3ccc(F)cc3c2C)N2CCCCC2)cc1 (stereo unspecified)
→ 33[activator]	-12%	-6%	1%	-3	-3%	6%	-5%	-56%[inhibitor]	0.2%	-5%[0.46 µM]
Cc1ccc(-c2cnn3c(N4CCOCC4)cc(C)nc23)cc1
→ -5	-8%	10%	2%	1	-2%	3%	-3%	3%	0.2%	·
CCOc1ccc2nc(N(CCN(CC)CC)C(=O)c3cccc([N+](=O)[O-])c3)sc2c1
→ 3	-18%	-2%	-7%	-2	-1%	1%	-2%	-31%	-0.1%	-10%
O=C(O)CCN=C1CCCc2ccccc2N1
→ -7	-12%	4%	-1%	3	4%	2%	-1%	11%	-0.7%	-8%
O=C(Nc1ccccc1)N1CCC(=S)Nc2ccccc21
→ -11	-1%	-12%	9%	-1	1%	3%	-2%	27%	-0.8%	-2%
COc1ccc(CCNC(=O)C2CCCN2C(=O)NC2CCCCC2)cc1OC (stereo unspecified)
→ -26	?	-11%	1%	0	2%	-2%	-2%	11%	-0.2%	-2%
Cc1ccc(NC(=O)COC(=O)CN2C(=O)NC3(CCCC3)C2=O)cc1F
→ -8	9%	·	1%	·	-1%	·	-11%	22%	-0.4%	·
O=C(NNC(=S)Nc1ccccc1)c1ccccc1[N+](=O)[O-]
→ -4	?	-1%	5%	-1	-1%	0%	-2%	33%	0.1%	11%
Cc1ccc(-c2nnc(Nc3ccc4c(c3)nc(C)n4C)c3ccccc23)cc1
→ 19	-19%	-24%	-2%	2	-16%	·	2%	5%	0.1%	-1%
Brc1ccc(N=NNc2ccccc2)cc1
→ -12	3%	?	-5%	-1	-3%	4%	-1%	0%	-0.5%	0%[11.5 µM]
COC(=O)C(=O)/C=C(\O)c1c(C)cc(C)cc1C
→ 4	1%	·	0%	2	0%	0%	-4%	5%	-0.8%	0%
O=C(CSc1nc2c(c(=O)[nH]1)CCCC2)Nc1ccc(Cl)cc1F
→ 3	1%	18%	0%	4	4%	4%	-3%	18%	-0.2%	-7%
COCCCNS(=O)(=O)c1ccc2c(c1)CCN2C(C)=O
→ -3	·	-5%	·	2	-2%	0%	-3%	-19%	·	13%
O=C(O)CCc1nnc(SCC(=O)Nc2ccc(Br)cc2)[nH]c1=O
→ 5	0%	-16%	1%	14	3%	-5%	-4%	-33%	-0.7%	1%
COc1ccc(C2=Nn3c(nnc3-c3ccncc3)SC2)cc1
→ -8	-11%	-25%	-6%	0	-1%	0%	-8%	0%	0.1%	-2%
CCOC(=O)c1c(C)n(C)c2ccc(OC)c(NC(=O)CN3CCN(Cc4ccccc4)CC3)c12
→ 17	?	·	1%	0	3%	-3%	-2%	-10%	13%	3%
Cc1ccc(C)c(NS(=O)(=O)c2ccc3[nH]c(=O)oc3c2)c1
→ 14	0%	?	-4%	12	-2%	-2%	1%	10%	-0.1%	4%

Compound profiles, from the list above. Order of values: Giardia kill	Chronic BCR inh	Menin MLL FP TR	Tb PFK inh	Coupling enz	ASM inhibitor	GALK inh	TSG101-PTAP inh	a7 integrin act	B2AR arrestin	PKM2 act
COc1ccc(C2=Nn3c(nnc3-c3ccncc3)SC2)cc1 across the screens: -8	-11%	-25%	-6%	0	-1%	0%	-8%	0%	0.1%	-2%
Cc1ccc(S(=O)(=O)NCC(=O)NC2CC2)cc1 across the screens: -2	-1%	·	-13%	·	1%	4%	-3%	7%	-0.3%	-6%
O=C(Nc1ccccc1)N1CCC(=S)Nc2ccccc21 across the screens: -11	-1%	-12%	9%	-1	1%	3%	-2%	27%	-0.8%	-2%
O=C(NNC(=S)Nc1ccccc1)c1ccccc1[N+](=O)[O-] across the screens: -4	?	-1%	5%	-1	-1%	0%	-2%	33%	0.1%	11%

A portion of the library; rates above refer to the full screens.
